AddAB inh – growth inhibition of E. coli expressing H. pylori AddAB, primary screen, AddAB inhibitor project, absorbance | inhibition, % at 11.9 µM | hit rate 0.29% among 330,000; in the data active = inhibition above about 12%;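 note: 0% = vehicle wells of infected cells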
Tat transport – E. coli Tat export inhibitors, primary screen, MC4100, TorA-mCherry reporter, fluorescence, single point; inhibition, % at 10 µM; hit rate 0.036% among 340,000;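 active = mean replicate inhibition at least 50% and at least half of replicates individually reaching 50%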;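 note: exported cargo escapes ClpAP degradation while cytoplasmic cargo is degraded and loses fluorescence; 0% = median of neutral control wells and 100% = median of NaSCN control wells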
DAGLB inh – DAGLB lipase inhibitors, primary screen, biochemical, fluorescence, HTS; HEK293T DAGLB membrane lysate, EnzChek fluorogenic substrate; inhibition, % at 5.17 µM; hit rate 0.059% among 340,000; AID 504411, 2011; in the data active = inhibition above about 34%;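 note: 0% = enzyme with vehicle and 100% = wells lacking enzyme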
PKA-R1A activ – activators of PKA-R1A holoenzyme, primary screen, biochemical, fluorescence polarization, Cy5-IP20, bovine R1A, mouse PKAc; cAMP-dependent protein kinase type I-alpha regulatory subunit (Bos taurus) + …; PKA-R1A dissociation; scaled: DMSO 0%, 113 µM cGMP 100%; activation, % at 11.4 µM; hit rate 0.083% among 340,000; AID 504707, 2011;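 active = percent activation above the mean of all tested compounds plus 3 SD, cut at about 19% in these data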;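 note: higher means more PKAc released from R1A so a rise in polarization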
PKA-R2B act – activators of PKA-R2B holoenzyme, primary screen, biochemical, fluorescence polarization, Cy5-IP20, human | PKA-R2B holoenzyme dissociation; R2B truncated from residue 108, S112A mutant; 0% DMSO only, 100% 113 µM cGMP | activation, % at 11.4 µM | cAMP-dependent protein kinase catalytic subunit beta (Homo sapiens) + cAMP-dependent … | hit rate 0.079% among 340,000;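 active = activation above a cutoff set at the mean over all compounds plus 3 SD, cut at about 18% in these data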;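 note: higher means more holoenzyme dissociation and a rise in polarization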
HTR5A ag – HTR5A agonists in luminescence cell assay, primary screen, counter-screen for OPRM1-OPRD1 heterodimer agonist project, full-deck HTS; hit rate 0.61% among 340,000; cell-based; activation, % at 9.3 µM; in the data active = activation mostly above about 9.5%, no sharp cut-off; inactive = mostly below about 7.6%;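 note: 0% = cells with vehicle only and 100% = reference agonist; strong numbers were not always called active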
Target sequence (P47898 whole entry, looked up): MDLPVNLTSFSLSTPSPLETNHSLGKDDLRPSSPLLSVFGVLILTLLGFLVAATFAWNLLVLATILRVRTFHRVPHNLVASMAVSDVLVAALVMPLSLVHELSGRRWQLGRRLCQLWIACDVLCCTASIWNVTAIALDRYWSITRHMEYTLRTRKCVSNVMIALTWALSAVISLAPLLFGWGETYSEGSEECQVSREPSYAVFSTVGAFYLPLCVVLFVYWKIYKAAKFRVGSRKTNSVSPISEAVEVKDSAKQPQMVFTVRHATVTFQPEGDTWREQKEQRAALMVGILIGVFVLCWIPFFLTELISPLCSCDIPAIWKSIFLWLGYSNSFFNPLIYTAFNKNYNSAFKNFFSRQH
E coli growth – E. coli V3065 growth inhibition, primary screen, counter-screen for AddAB inhibitor project, absorbance, OD600 | 18 h | inhibition, % at 11.9 µM | hit rate 0.27% among 330,000;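 active = inhibition above the campaign's mean inhibition across all tested compounds plus 3 SD, cut at about 9.9% in these data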;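 note: uninfected addAB+ strain grown without phage in ampicillin broth; 0% = DMSO wells and 100% = ciprofloxacin 0.95 µg/ml wells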
SUMO Mot1 rescue – yeast Mot1-301 growth rescue at high temperature, primary screen, SUMOylation pathway inhibitor project, S. cerevisiae, ATP luminescence, 38.5C; S. cerevisiae Mot1-301 growth rescue; percent above DMSO median, 100 means doubled; growth rescue, % at 18.8 µM; hit rate 1% among 320,000;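 active = every valid replicate shows activation above 250% relative to neutral control wells; inactive = the rest, any valid replicate at or below 250%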;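 note: OY570 slx delta 5 strain wells were the positive control but not used for scaling; some compounds called inactive have numbers as strong as hits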
HTR5A inv ctr – HTR5A inverse agonists in luminescence cell assay, primary screen, counter-screen for OPRM1-OPRD1 heterodimer inverse agonist project, full-deck HTS. 5-hydroxytryptamine receptor 5A (Homo sapiens), P47898. HTR5A cell line, inverse agonism. inhibition, % at 9.3 µM. hit rate 0.083% among 340,000. AID 504634, 2011; in the data active = inhibition mostly above about 23%, no sharp cut-off; inactive = mostly below about 18%;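 note: 0% = cells with DMSO and 100% = no-cell wells with DMSO; some compounds called inactive have numbers as strong as hits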
CDK5 inh – inhibitors of human CDK5/p35 kinase, primary screen, biochemical, single concentration | inhibition, % at 10 µM | Cyclin-dependent kinase 5 (Homo sapiens) + Cyclin-dependent kinase 5 activator 1 (Homo … | hit rate 0.01% among 330,000 | Recombinant CDK5/p35, ADP-Glo luminescence, 60 min | AID 488839, 2010;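 active = highest replicate inhibition of at least 50% and at least 75% of replicates reaching 50%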;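 note: plate controls were DMSO neutral control for no effect and GW8510 at 10 µM for full effect; many of its hits are not listed in these tables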
Target sequence (Q00535 whole entry, looked up): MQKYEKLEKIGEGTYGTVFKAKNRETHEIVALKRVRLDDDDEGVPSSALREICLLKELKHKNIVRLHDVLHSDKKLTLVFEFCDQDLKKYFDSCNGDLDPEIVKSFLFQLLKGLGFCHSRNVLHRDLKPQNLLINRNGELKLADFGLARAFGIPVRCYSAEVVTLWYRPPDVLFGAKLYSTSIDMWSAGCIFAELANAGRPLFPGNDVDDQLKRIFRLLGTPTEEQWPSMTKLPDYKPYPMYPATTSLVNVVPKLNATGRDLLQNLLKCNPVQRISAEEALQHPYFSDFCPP
Target sequence (Q15078 whole entry, looked up): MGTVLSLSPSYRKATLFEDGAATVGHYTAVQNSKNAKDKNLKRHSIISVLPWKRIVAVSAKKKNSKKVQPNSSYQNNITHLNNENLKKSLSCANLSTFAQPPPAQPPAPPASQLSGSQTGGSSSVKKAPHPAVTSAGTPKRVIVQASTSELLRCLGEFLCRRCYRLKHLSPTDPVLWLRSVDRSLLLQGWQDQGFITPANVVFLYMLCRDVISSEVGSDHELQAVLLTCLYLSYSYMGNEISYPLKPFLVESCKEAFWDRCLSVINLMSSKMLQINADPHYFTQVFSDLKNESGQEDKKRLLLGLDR
phage Ecoli inh – growth loss of phage-infected E. coli, primary screen, RecBCD inhibitor project, absorbance, with phage, HTS | inhibition, % at 11.9 µM | hit rate 0.26% among 360,000 | AID 651602, 2012; in the data active = inhibition above about 11%
The depositor's hits bear a star; · = not tested or not shown; & = joins results of further samples.

item | structure | AddAB inh | Tat transport | DAGLB inh | PKA-R1A activ | PKA-R2B act | HTR5A ag
1 | Cc1ccc(C)c(NC(=O)CSc2nnc(-c3ccccc3)o2)c1 | 1.4 | -7 | -1 | -1 | -7 | -5
2 | Cc1cc(C)c2sc(N(CCCN(C)C)C(=O)c3ccc(Br)s3)nc2c1 | 0.1 | 11 | 3 | -2 | -4 | 4
3 | O=C(NCCN1CCOCC1)c1cc(Sc2cccc(Cl)c2)nc2ccccc12 | 0.9 | 6 | -1 | -14 | -8 | 0
4 | CCC(CC)C(=O)NCCc1cc2ccc(C)cc2[nH]c1=O | -0.3 | -3 | -2 | -4 | -13 | -1
5 | COc1ccc(CCNC(=O)CCCOc2cccc(C)c2C)cc1OC | 0.8 | 3 | -1 | 0 | 8 | 1
6 | Cc1cc(=O)[nH]c(/N=C(\N)Nc2ccc(SC(F)F)cc2)n1 | 3.5 | 3 | -2 | -3 | -9 | 1
7 | CCC(=O)OCC(=O)c1cc(C)n(-c2ccc(Br)cc2)c1C | -2.0 | 2 | -5 | -4 | 1 | 4
8 | CCOC(=O)c1[nH]c2ccc(C)cc2c1N | 3.7 | -1 | 4 | 0 | -1 | 1
9 | Cc1ccc2[nH]cc(CCNC(=O)c3ccco3)c2c1 | 0.8 | -8 | 1 | 1 | 0 | 0
10 | Cc1ccc(C(=S)NCS(=O)(=O)c2ccc(C)cc2)cc1 | -0.2 | 1 | -1 | 0 | 2 | 2
11 | Cc1c(C(=O)OCC(=O)c2c(N)n(CC(C)C)c(=O)n(C)c2=O)oc2ccccc12 | -0.4 | -8 | -6 | 7 | -3 | 0
12 | CCCCS(=O)(=O)c1sc2nc3c(cc2c1N)CCCC3 | 0.4 | 1 | -1 | -3 | -8 | -1
13 | CCOC(=O)c1cc(C(C)(C)C)oc1CNC(=O)c1c(C)oc2c1CCCC2 | 3.1 | 15 | -7 | -11 | -7 | 4
14 | CC(=O)Nc1ccc(S(=O)(=O)NCc2nc(-c3ccccc3Cl)no2)cc1 | 1.1 | -1 | 1 | 2 | -10 | 0
15 | N#Cc1ccc(/C=C/C(=O)c2cccnc2)cc1 | -0.7 | -1 | -1 | -16 | -3 | -6

item | E coli growth | SUMO Mot1 rescue | HTR5A inv ctr | CDK5 inh | phage Ecoli inh
1 | -2.7 | 10 | 14 | -0.1 | 2.7
2 | -0.4 | 234 | -12 | -2.4 | -0.1
3 | -0.5 | -14 | 1 | 0.6 | 0.9
4 | 3.1 | -3 | 2 | 0.3 | 2.5
5 | -0.7 | 5 | -1 | -1.9 | 2.8
6 | 0.0 | -11 | -3 | -2.7 | 2.1
7 | -0.3 | -8 | 19 | -0.9 | 2.2
8 | 3.3 | -20 | 0 | 2.5 | 2.0
9 | 2.0 | 190 | 0 | 0.0 | 0.7
10 | -1.7 | -20 | 5 | -0.8 | 2.4
11 | 0.6 | 0 | -8 | 0.7 | 1.7
12 | 0.1 | 169 | -10 | 2.2 | 0.9
13 | -0.3 | 207 | 8 | -0.5 | -2.7
14 | 1.5 | 44 | -1 | 1.0 | 1.4
15 | -1.6 | 24 | 14 | -1.0 | 3.4

One compound at a time, as listed above:
Entry for `CCC(CC)C(=O)NCCc1cc2ccc(C)cc2[nH]c1=O` : AddAB inh = -0.3; Tat transport = -3; DAGLB inh = -2; PKA-R1A activ = -4; PKA-R2B act = -13; HTR5A ag = -1; E coli growth = 3.1; SUMO Mot1 rescue = -3; HTR5A inv ctr = 2; CDK5 inh = 0.3; phage Ecoli inh = 2.5
Entry for `COc1ccc(CCNC(=O)CCCOc2cccc(C)c2C)cc1OC` : AddAB inh = 0.8; Tat transport = 3; DAGLB inh = -1; PKA-R1A activ = 0; PKA-R2B act = 8; HTR5A ag = 1; E coli growth = -0.7; SUMO Mot1 rescue = 5; HTR5A inv ctr = -1; CDK5 inh = -1.9; phage Ecoli inh = 2.8

New compounds follow
item | structure | AddAB inh | Tat transport | DAGLB inh | PKA-R1A activ | PKA-R2B act | HTR5A ag
16 | CCC(CC)c1nnc(NC(=O)C2=NNC(=O)CC2)s1 | 1.4 | 7 | 0 | -5 | -2 | 0
17 | CC(=O)Nc1ccc(OS(=O)(=O)c2ccc([N+](=O)[O-])cc2)cc1 | 1.1 | 4 | 0 | -2 | -3 | 3
18 | CN(C)CCOC(=O)C1(c2ccccc2)CCOCC1 | 3.4&1.8 | 5&3 | -1&-2 | -6&-1 | 2&2 | -6&0
19 | Cc1ccc2nc3c(cc(C(=O)NCC4CCCO4)c(=N)n3CCCOC(C)C)c(=O)n2c1 (stereo unspecified) | -1.7 | 3 | 1 | 6 | -1 | 2
20 | COc1cc(/C=C2/SC(=O)NC2=O)ccc1Oc1ccc([N+](=O)[O-])cc1[N+](=O)[O-] | 0.7 | -2 | 6 | 0 | -1 | 2
21 | COc1ccc(S(=O)(=O)N2CCOCC2)cc1C(=O)NCC(c1ccccc1)c1ccccc1 | · | 0 | -1 | 1 | -3 | -5
22 | CCCCCn1c(=O)[nH]c2cc(C(=O)NCCCN(C)Cc3ccccc3)ccc2c1=O | 0.9 | -7 | 4 | -8 | -1 | -2
23 | COc1cccc(-c2c(C(=O)N/N=C/c3sccc3C)nnn2-c2nonc2N)c1 | -0.9 | -2 | -4 | -8 | -6 | -1
24 | COC(C(=O)NCc1ccccc1C)c1ccccc1 (stereo unspecified) | 3.7 | -16 | -1 | -7 | -6 | 7
25 | Cc1ccc(NC(=O)/C(=C/c2ccc([N+](=O)[O-])cc2)NC(=O)c2ccccc2)cc1 | -2.3 | 0 | 3 | -8 | 0 | 2
26 | O=C(O)c1cnn(-c2ccccc2)c1-n1cccc1 | 0.2 | -7 | 0 | 7 | 4 | 1
27 | Cc1cc(C)c2c(CN3CCC(C)CC3)cc(=O)oc2c1 | -0.2 | -11 | -8 | -11 | 0 | 6
28 | COCCCNC(=O)C1CCC(CNS(=O)(=O)c2ccc(OC)cc2)CC1 (stereo unspecified) | -0.3 | -2 | -1 | -5 | 1 | -1
29 | CCN(CC(O)c1cccc(O)c1)C(=O)C12CC3CC(CC(C3)C1)C2 (stereo unspecified) | -0.1 | 0 | -1 | -10 | -3 | 5
30 | Cc1ccc(C2(C)NC(=O)N(CC(=O)Nc3ccc(Cl)c(S(=O)(=O)N4CCCCC4)c3)C2=O)cc1 (stereo unspecified) | -0.8 | 8 | 2 | -5 | -4 | 2

item | E coli growth | SUMO Mot1 rescue | HTR5A inv ctr | CDK5 inh | phage Ecoli inh
16 | 0.0 | -21 | 1 | 1.6 | 0.8
17 | 1.3 | 2 | -18 | -6.1 | 2.7
18 | 0.5&2.5 | 9&-5 | 16&0 | 0.8&0.1 | 3.6&2.6
19 | -0.3 | 151 | 23 | -0.8 | 1.8
20 | -1.9 | 4 | -11 | 1.1 | 1.7
21 | · | · | 15 | 0.9 | -0.5
22 | -2.0 | 2 | -16 | 0.0 | 0.7
23 | 0.2 | 17 | 2 | · | 2.8
24 | -0.7 | -4 | -16 | 0.1 | 0.5
25 | 0.8 | -3 | -8 | 1.0 | 1.9
26 | -1.6 | 5 | -11 | -0.7 | 2.4
27 | 0.5 | 11 | -22 | -0.4 | 3.1
28 | -1.0 | -13 | 3 | 0.6 | 0.2
29 | 2.0 | 21 | -19 | -0.3 | 0.9
30 | -1.9 | -9 | -12 | -1.1 | 0.8

The list continues:
item | structure | AddAB inh | Tat transport | DAGLB inh | PKA-R1A activ | PKA-R2B act | HTR5A ag
31 | CC(O)CNc1cc(N)c([N+](=O)[O-])cc1[N+](=O)[O-] (stereo unspecified) | 1.6 | 9 | -2 | 6 | 7 | 0
32 | CCOCCCn1c(SCC(=O)NC2CCCC2)nc2ccccc2c1=O | 0.7 | -4 | 1 | 0 | 2 | -4
33 | CSc1ccccc1NC(=O)CN1CCN(S(=O)(=O)c2ccccc2[N+](=O)[O-])CC1 | -2.8 | 21 | -2 | -5 | 3 | -1
34 | Cc1c(O)ccc2c(CC(=O)N[C@@H](Cc3ccccc3)C(=O)O)cc(=O)oc12 | · | -3 | -1 | -5 | -3 | 0
35 | Cc1cc(C)c(NC(=O)CC(C)(C)C)c(Cl)c1 | 3.2 | 10 | -1 | 2 | -4 | 1
36 | Cc1ccc(S(=O)(=O)N2CCC(C(=O)NC3CCCC3)CC2)cc1Cl | 2.7 | -14 | -2 | -4 | -2 | -2
37 | CC(C)OCP(=O)(c1ccccc1)c1ccccc1 | 0.3 | -4 | 0 | -8 | 0 | -2
38 | COC(=O)Nc1ccccc1C(=O)N1CCCCC1 | 0.0 | -2 | 1 | -4 | 6 | 6
39 | COc1ccc(C(=O)c2sc3nc(C)cc(-c4cccs4)c3c2N)cc1OC | 3.1 | 7 | -7 | 0 | 12 | 8
40 | COC(=O)CCCNC(=O)CC1C(=O)NCCN1Cc1ccoc1 (stereo unspecified) | 0.2 | 1 | 0 | 3 | 0 | -1
41 | Cc1ccccc1C(=O)NC(CC(C)C)C(=O)NN1C(=O)c2ccccc2C1=O (stereo unspecified) | 1.8 | 4 | -1 | -5 | 3 | 5
42 | Cn1ccc(NS(=O)(=O)c2cc(Br)ccc2Br)n1 | 0.9 | -1 | 1 | -12 | -4 | 4
43 | CCCCN1C(=O)C2C3C=CC(C2C1=O)C1C2C(=O)N(CCCC)C(=O)C2C31 (stereo unspecified) | 3.2 | -1 | 0 | -8 | -5 | 2
44 | CC1(C)O[C@@H]2[C@H](O1)[C@@H](COS(=O)(=O)O)O[C@H]2n1cnc2c(=O)[nH]cnc21 | 0.6 | -4 | 4 | 6 | 0 | -3
45 | CC1CCCCC1NC(=O)CO/N=C/c1ccc(OC(F)F)cc1 (stereo unspecified) | 4.3 | 7 | 1 | -3 | 8 | -7

item | E coli growth | SUMO Mot1 rescue | HTR5A inv ctr | CDK5 inh | phage Ecoli inh
31 | 3.9 | -5 | 13 | -1.2 | 3.2
32 | -0.8 | 102 | -29 | -0.8 | 1.7
33 | -0.3 | -2 | 3 | 0.2 | 1.2
34 | · | -20 | 0 | 0.7 | 1.9
35 | -0.4 | 15 | -1 | 0.1 | 3.4
36 | -0.9 | -1 | 7 | -1.6 | -0.6
37 | 1.0 | 2 | 5 | -1.6 | 2.6
38 | -1.1 | 393 | -16 | 0.7 | 3.7
39 | -1.5 | 56 | -15 | -0.9 | 4.1
40 | 0.6 | -5 | 13 | -0.2 | 2.4
41 | 3.2 | 137 | -11 | 0.0 | 2.3
42 | -1.5 | -7 | 10 | 0.5 | -0.1
43 | 0.3 | 0 | -8 | -2.4 | 4.0
44 | -2.8 | -10 | 7 | 0.2 | 1.1
45 | 1.6 | 9 | 20 | -1.3 | 3.6

Compound activity from PubChem.
